High-throughput results as filed in PubChem.
EBV gp42 block: blocks Epstein-Barr virus glycoprotein 42 binding; AID 1085; Fluorescence polarization binding assay, mP read-out; 0.42% of 220,000 active; Q1HVG2; inhibition, % (tested at 21.74 µM); in the data active = inhibition above about 50%
TNF death inh: TNF-alpha cell death inhibition in Jurkat FADD-/- cells; activation (protection from cell death), % at 10 µM; Jurkat FADD-/- TNF necroptosis rescue, ATP luminescence, 24 h; 0 = TNF only, 100 = no-TNF cells; 0.068% of 220,000 active;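 active = activation, meaning protection from cell death, of at least 50% relative to plate controls; inactive = activation below 50%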;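 note: necroptosis triggered by 40 ng/mL TNF-alpha added together with compound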
Calpain2 inh: inhibitors of pig calpain II | purified calpain II, fluorogenic peptide substrate, 30 min | AID 1236 | 0.37% of 220,000 active | inhibition, % at 16 µM;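 active = inhibition above about 50%, limit read from the data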
PERK inhibitor: blocks human PERK kinase; Q9NZJ5; CHO PERK-DD fusion, SEAP luminescence translation reporter; inhibition, % at 5.6 µM; 0.17% of 220,000 active;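 active = inhibition above the mean inhibition of all tested compounds plus 3 SD, set separately per screening campaign, cut at about 2.9% in these data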;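 note: PERK kinase domain activated by AP20187 dimerizer at 100 nM; 0% = DMSO with dimerizer and 100% = rapamycin at 8.4 µM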
Cl transport mod: modulates chloride dependent transport by human KCC2. Q9H2X9. KCC2 cells, thallium flux FluoZin-2 fluorescence. B-score of Tl+ flux slope (higher = more flux/activation; lower = inhibition) at 10 µM. 2.2% of 190,000 active;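 active = thallium flux slope and its plate-corrected score both differing from the plate sample mean at a set confidence after two filtering rounds, in either direction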;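 note: slope of fluorescence scaled to starting intensity during 10 to 20 s after thallium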
Target sequence (Q9H2X9 whole entry, looked up): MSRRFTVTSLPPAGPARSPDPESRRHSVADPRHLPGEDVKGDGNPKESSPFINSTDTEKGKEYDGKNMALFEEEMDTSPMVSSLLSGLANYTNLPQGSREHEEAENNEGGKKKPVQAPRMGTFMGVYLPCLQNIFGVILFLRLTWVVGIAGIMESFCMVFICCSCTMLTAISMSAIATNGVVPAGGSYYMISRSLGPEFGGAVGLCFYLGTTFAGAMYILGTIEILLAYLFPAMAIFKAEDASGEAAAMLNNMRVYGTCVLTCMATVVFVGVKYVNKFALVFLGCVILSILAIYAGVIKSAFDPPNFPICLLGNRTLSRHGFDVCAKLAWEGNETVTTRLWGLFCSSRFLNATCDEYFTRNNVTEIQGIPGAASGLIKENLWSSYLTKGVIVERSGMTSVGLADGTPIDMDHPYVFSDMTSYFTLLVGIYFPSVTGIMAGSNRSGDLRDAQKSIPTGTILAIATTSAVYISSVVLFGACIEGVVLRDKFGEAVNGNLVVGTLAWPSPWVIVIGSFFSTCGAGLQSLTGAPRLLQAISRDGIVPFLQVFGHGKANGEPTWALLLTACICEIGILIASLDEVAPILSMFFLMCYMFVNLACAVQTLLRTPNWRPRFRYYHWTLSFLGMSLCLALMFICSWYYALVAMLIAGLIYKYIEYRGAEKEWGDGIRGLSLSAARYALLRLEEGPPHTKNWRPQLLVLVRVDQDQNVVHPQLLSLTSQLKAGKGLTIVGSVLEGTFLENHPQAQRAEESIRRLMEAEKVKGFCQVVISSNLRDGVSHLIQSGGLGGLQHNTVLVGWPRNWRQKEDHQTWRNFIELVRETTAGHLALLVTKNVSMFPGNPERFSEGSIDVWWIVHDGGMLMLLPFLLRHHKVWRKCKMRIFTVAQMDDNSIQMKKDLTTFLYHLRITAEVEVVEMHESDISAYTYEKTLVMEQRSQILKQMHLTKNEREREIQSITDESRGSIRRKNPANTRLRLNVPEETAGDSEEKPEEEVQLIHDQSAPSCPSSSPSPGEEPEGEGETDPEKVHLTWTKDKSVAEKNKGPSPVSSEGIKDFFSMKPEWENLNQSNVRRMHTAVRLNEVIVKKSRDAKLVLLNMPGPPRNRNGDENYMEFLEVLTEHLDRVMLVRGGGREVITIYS
eIF4E-4G inh: blocks eIF4E binding to eIF4G. P63073+Q04637. TR-FRET eIF4E-eIF4GI(517-606) binding, 2 h. inhibition, % at 21.7 µM. 0.37% of 220,000 active;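 active = inhibition above about 30%, limit read from the data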;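 note: 0% = full FRET control wells and 100% = background wells lacking eIF4GI fragment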
zVAD death inh: blocks zVAD induced death of L929 cells; viability rescue, % at 10 µM; AID 1377; L929 zVAD necroptosis rescue, ATP luminescence, 24 h; with zVAD 60 µM; 0.38% of 220,000 active;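 active = activation, scaled between plate controls, above about 75%, limit read from the data; inactive = activation under that limit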;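 note: 0% = zVAD with DMSO and 100% = DMSO alone without zVAD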
Rad51 HR inh: Rad51 (human) homologous recombination inhibition. hRad51 DNA strand exchange, fluorescence dequenching. inhibition, % at 10 µM. 0.085% of 200,000 active;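 active = inhibition above 40% at the single screening dose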;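 note: 0% = DMSO control wells and 100% = blanks with heterologous ssDNA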
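Test system: preformed human Rad51 ssDNA filaments; also added: Donor/quencher-labelled 47-bp dsDNA substrate; doses: 10 µM final, single point; times: 37 °C 15-min filament assembly, 30-min compound preincubation, 15-min exchange; detection: FRET fluorescence dequenching, excitation 485 nm, emission 520 nm; read-out basis: Fluorescence-based percent inhibition, control- and blank-normalised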
Mdm2 ligase inh: Mdm2 E3 ligase (human) inhibition | Q00987 | cell-based MDM2 ubiquitination luciferase reporter, 2 h; 0 = plate control, 100 = twice control, blank-subtracted | 0.11% of 210,000 active | signal enhancement, % at 5 µM | AID 1230;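 active = signal enhancement of 30% or more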;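 note: luminescence tracks abundance of the self-degrading MDM2-luciferase fusion protein; higher signal means inhibition of MDM2 E3 ligase activity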
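System: stable MDM2–luciferase fusion reporter cells / Input: 2000 cells seeded into each well / Schedule: 4 h settle plus 2 h compound, 37 °C / Compound: single-point 5 µM / Buffer or medium: cells held in DMEM / Benchmarks: control and blank well means / Evaluation: percent signal gain over controls, blank-subtracted / Measured by: luciferase luminescence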
The depositor's hits bear a star; / = no result given; [ ] = remark or other dose.

SMILES	EBV gp42 block	TNF death inh	Calpain2 inh	PERK inhibitor	Cl transport mod	eIF4E-4G inh	zVAD death inh	Rad51 HR inh	Mdm2 ligase inh
O=C1CC(C(=O)N(CC2CCCO2)C(C(=O)NC2CCCCC2)c2ccncc2)CS1 (centres undefined)	-22	-0.4	-19	0.8	0.36	-2[fluorescence artefact?]	0.0	3	6
CCOC(=O)c1sc(NC(=O)C(CC)Sc2nnc3c4ccccc4n(C(C)C)c3n2)nc1C (centres undefined)	-6	0.4	-109	1.4	-0.86	-4	0.4	-3	-9
CCCCC(CC(O)COCCC)c1n[nH]c(=S)n1-c1ccccc1 (centres undefined)	-16	1.0	44	-0.1	-0.013	-6	1.1	0	-8
COCCCn1c(C(C)C)nc2oc3cc(OC)ccc3c(=O)c2c1=O	-14	0.4	-16	-0.6	0.22	2	0.1	2	-24
C=CCOc1ccccc1/C=C/C(=O)O	-8	-2.8	-3	0.4	-0.12	-5	-0.5	21	-6
CN1CCN(CCCCOc2ccccc2-c2ccccc2)CC1	-24	5.4	-15	0.1	0.5	7	-0.7	/	2
Cc1ccccc1N1C(=O)c2ccccc2N2C(=O)c3ccccc3C12 (centres undefined)	-9	0.0	0	-2.0	/	1	-0.7	8	-10
Cc1ccc(OCC(=O)N/N=C/C=C/c2ccco2)cc1C	-3	1.4	26	0.1	-0.71	6	0.4	1	-11
CCCCCSc1nc2c(c(=O)[nH]c(=O)n2C)n1C	-6	-4.9	11	0.7	-0.52	3[fluorescence artefact?]	-0.9	5	-15
CCc1ccccc1NC(=S)NNC(=O)c1ccccc1Cl	-5	-1.6	-27	1.1	3.2*	-2	-0.2	22	-23
O=C(CSc1nc2cc([N+](=O)[O-])ccc2n1-c1ccccc1)NCc1ccc2c(c1)OCO2	-16	-1.1	-4	0.1	1	5	-1.1	1	-12
COC(=O)Cc1c[nH]c2cccc(OCC(O)CN(Cc3ccccc3)C(C)C)c12 (centres undefined)	-4	0.7	-22	-1.6	1.2	2	-1.1	3	-8
Cc1cc(Cl)c(OCCCSc2nc(C)cc(=O)[nH]2)c(Br)c1	-11	-2.0	-2	1.0	-0.37	1	0.3	4	3
CC(C)C(OC(=O)CN1C(=O)COc2ccccc21)C(=O)NC1CCCC1 (centres undefined)	5	-0.9	-10	-1.3	0.8	0	0.2	-2	0
COCC(=O)Nc1cc(OC)c(Cl)cc1OC	-16	-0.8	-17	0.8	/	0[fluorescence artefact?]	0.4	-4	10
CCC(=O)NC(NC(=S)Nc1cccc2cccnc12)C(Cl)(Cl)Cl (centres undefined)	0	1.0	8	0.1	-0.12	-2	0.0	-1	-17
Cc1ccc(C(c2sc3nc(C)nn3c2O)N2CCOCC2)cc1 (centres undefined)	-12	-0.5	-5	-1.6	-2.5	7	0.0	4	-2
CC1=C(c2ccc(Cl)cc2)[N+](=O)C(C)(C)N1[O-]	-26	2.4	12	-0.8	0.94	9	/	/	-3
COc1ccc(NC(=O)CCSc2ccc(C)cc2)cc1	4	0.7	33	-0.1	-2	-5	0.5	10	-85
CC1=C(C(=O)Nc2ccccc2C)C2(CCCC2)C(C(N)=O)C(=O)N1 (centres undefined)	-23	-2.2	-18	0.5	/	2	0.1	-7	-4
Brc1c(CSc2nc3ccccc3s2)nc2ncccn12	11	1.0	-201	-0.9	-0.88	-3[fluorescence artefact?]	1.3	-1	-13
CCOC(=O)Cn1c(=O)c2c(nc(Br)n2Cc2ccccc2)n(C)c1=O	/	-13	/	-1.1	-1.8	/	-0.5	/	/
CCC1CCCCN1C(=O)CSc1nnc(CNC(=O)COc2ccc(Cl)cc2)o1 (centres undefined)	-6	-4.8	2	-1.8	-0.15	-3[fluorescence artefact?]	-0.5	6	-12
CCOC(=O)Cc1cc(=O)n2[nH]c(C)c(-c3ccc(Cl)cc3)c2n1	-12	-6.2	-59	1.4	2.3	0	0.9	1	-10
Cc1ccc2nc(CSc3nnc(-c4ccncc4)n3C)cc(=O)n2c1	-12	0.3	-40	0.5	1.5	-1	1.9	-7	-12

Marked active in Cl transport mod (from the list above):
Structure	EBV gp42 block	Calpain2 inh	PERK inhibitor	Cl transport mod	eIF4E-4G inh
CCc1ccccc1NC(=S)NNC(=O)c1ccccc1Cl	-5	-27	1.1	3.2*	-2

New compounds follow
SMILES	EBV gp42 block	TNF death inh	Calpain2 inh	PERK inhibitor	Cl transport mod	eIF4E-4G inh	zVAD death inh	Rad51 HR inh	Mdm2 ligase inh
CN1C(=O)/C(=C/c2ccc(O)c([N+](=O)[O-])c2)N(C)C1=S	-3	-2.9	-2	0.7	-1.7	-3	0.2	/	-14
N#Cc1c(NC(=O)c2ccccc2)sc2c1CCCCC2	0	-0.4	-130	-0.8	1.2	1	-1.4	6	/
N#Cc1ccc(NC(=O)c2sc3cc(C(F)(F)F)cnc3c2-c2cccs2)cc1	-9	2.1	-247	0.6	-0.38	-30[fluorescence artefact?]	0.9	16	-3
Cc1cc(-n2c(C)cc(C(=O)CSc3ncnc4ccccc34)c2C)no1	1	-8.6	-2	0.1	-1.3	-8	-0.6	-5	-19
CCOc1ccc(CC(=NCCO)C2=C(O)CC(C)(C)CC2=O)cc1OCC	-9	1.4	-6	0.4	0.0086	11	-0.6	-3	6
COc1cc(NC(=O)N[C@H](C(=O)O)C(C)C)cc(OC)c1	-22	-3.2	-3	-0.4	/	-1	0.0	8	-13
O=[N+]([O-])c1ccc(Nc2ccc3ccccc3c2)nc1	-10	21	-14	0.9	/	3	1.5	3	-20
CCOCCCNC(=O)/C(C#N)=C/c1ccc(Cl)c([N+](=O)[O-])c1	3	-7.7	7	-1.1	0.21	3	-1.1	-6	-9
COC(=O)c1c([N+](=O)[O-])c(OC)c(OC)c(OC)c1[N+](=O)[O-]	3	2.4	-9	0.0	-0.095	-2	1.4	0	-18
Nc1nc(-c2nonc2N)no1	-4	-1.6	-32	0.4	-0.015	-1	-0.8	-4	-6
CC(C)(O)C#Cc1ccc(C(=O)N2CCN(c3ccc(Cl)cc3)CC2)cc1	-21	1.1	-21	0.3	0.095	4	7.8	0	18
O=C(CCCn1c(=S)[nH]c2cc3c(cc2c1=O)OCO3)N1CCc2ccccc2C1	-12	-2.9	-89	0.9	-3	8	0.0	-3	-21
Cc1ccsc1C(=O)OCC(=O)NCCC1=CCCCC1	-3	1.0	22	0.4	-0.18	0	0.8	-13	-17
C=CCn1c(=NC(=O)CN2C(=O)CCC2=O)sc2cccc(OC)c21	-23	-0.7	-24	-0.3	/	0	-1.1	2	0
CN1CCN(C(=O)c2cc(S(=O)(=O)Nc3ccccc3F)c(Cl)cc2Cl)CC1	-13	6.0	-15	1.3	-0.087	2	0.2	/	-4
Cn1c(=O)c2c(nc(SCCN3CCOCC3)n2Cc2cccc3ccccc23)n(C)c1=O	-9	-1.2	-14	-0.9	/	1	0.6	0	16
C=CCn1cc(C(=O)NCCCOCC)c(=O)c2cc(S(=O)(=O)N(CC)CC)ccc21	3	-1.2	-41	-1.4	-0.024	10	0.6	-6	-21
Cn1c(SCc2nnc3n2CCCCC3)nc2ccccc21	-19	-0.9	-7	0.3	0.29	-5	-0.3	7	16
Nc1n[nH]c(CCCO)n1	-6	-0.6	15	1.1	0.22	4	/	21	0
COc1ccc(C(=O)NCc2ccccn2)cc1[N+](=O)[O-]	14	0.9	21	-0.6	-0.0078	5	1.6	-3	-12
CCOC(=O)N1C(=O)C2(CCCCC2)N(c2ccccc2Cl)C1=S	-13	1.0	25	-0.2	-0.31	13[fluorescence artefact?]	0.9	-4	-2
Oc1ccccc1-c1nc(NCC2CCCO2)c2ccccc2n1 (centres undefined)	3	2.5	-27	0.2	0.044	1	61	3	-2
O=S(=O)(Nc1cccc(CO)c1)c1cccs1	-11	1.9	14	1.8	-0.16	1	1.2	-13	-11
CN1/C(=C\C(=O)COC(=O)CN2C(=O)C3CC=CCC3C2=O)C(C)(C)c2ccccc21 (centres undefined)	-1	-3.3	-108	0.0	-2.4	-1	-0.4	0	-11
COc1cccc(/C=N/n2c(N)nc3ccccc32)c1OC	-9	-5.8	-9	-0.6	0.031	8	2.4	-1	-12

Next records follow:
SMILES	EBV gp42 block	TNF death inh	Calpain2 inh	PERK inhibitor	Cl transport mod	eIF4E-4G inh	zVAD death inh	Rad51 HR inh	Mdm2 ligase inh
NNC(=O)CCN1CCN(C(c2ccccc2)c2ccccc2)CC1	-3	2.6	38	-0.5	-0.74	-1	1.8	2	-2
O=C(Cc1nc(-c2cnccn2)no1)NNC(=O)Nc1ccccc1	-12	3.5	1	1.7	0.46	-6	-0.5	/	-10
CCn1c(SCc2ccccc2)nc2c(c1=O)SCC2	4	-1.2	18	1.4	-3*	1	0.4	-51	-2
CCOC(=O)C1(O)CC(C)=NN1C(=O)c1cccc(Cl)c1 (centres undefined)	-3	0.1	-2	0.0	0.61	3	-0.1	-1	7
CCCN(CCC)C(=O)C1CC(=O)OC12CCOC(C)(C)C2 (centres undefined)	7	-0.1	12	0.5	-0.92	-7	-0.4	/	0
COc1ccc(C2/C=C\CN(S(=O)(=O)c3cccc4cccnc34)CC(=O)N2Cc2ccc(F)cc2)cc1 (centres undefined)	-16	-1.4	-26	/	-0.73	-5	0.0	15	16
CCn1c(SCC(=O)Nc2ccc3c(c2)OCO3)nc2c(c1=O)SC(C)C2 (centres undefined)	-9	-0.9	-11	-0.4	-1.4	1	-0.5	4	-25
O=C(/C=C\c1ccco1)NC(=S)Nc1ccccc1O	-6	-2.8	2	0.5	0.54	4	-0.4	-23	-8
COc1ccc(CSc2nc(C)cc(C)c2S(C)(=O)=O)cc1	7	0.5	24	-0.5	-2.9	3	-3.1	-13	-29
CCOC(=O)C1(CCOC)CCN(Cc2ccc(C(=O)OC)cc2)CC1	-95	1.4	-33	0.7	-1.1	1	-0.4	-4	17
CCOc1cc(S(=O)(=O)NCC2OCCc3ccccc32)c(OCC)cc1-n1cnnn1 (centres undefined)	-16	-0.2	-120	-1.3	-0.42	3	-0.8	4	-15
CC(=O)N(c1ccc2oc(=O)sc2c1)S(=O)(=O)c1cccs1	-13	0.1	13	0.7	/	-6	1.9	-8	-8
Cc1ccc(CSCC(=O)NCc2ccco2)cc1	0	0.9	-19	0.0	-0.03	1	1.4	3	-3
COc1ccc2c(c1)CCc1c(C(=O)NC3CCCCC3)noc1-2	0	1.7	-7	0.4	0.43	4	1.5	7	-25
Cc1ccc(N(Cc2cc3ccc(C)cc3[nH]c2=O)C(=O)c2cccs2)cc1	-13	0.4	-25	1.0	0.51	-6	0.1	-78	/
CCCCN(CC)CCCNC(=O)Cn1nc(Cc2ccncc2)c2ccccc2c1=O	-23	1.3	-4	1.4	0.025	/	1.5	6	-6

Part of the list above in order of SMILES length, falling:
SMILES	EBV gp42 block	TNF death inh	Calpain2 inh	PERK inhibitor	Cl transport mod	eIF4E-4G inh	zVAD death inh	Rad51 HR inh	Mdm2 ligase inh
CCn1c(SCC(=O)Nc2ccc3c(c2)OCO3)nc2c(c1=O)SC(C)C2 (centres undefined)	-9	-0.9	-11	-0.4	-1.4	1	-0.5	4	-25
CCCN(CCC)C(=O)C1CC(=O)OC12CCOC(C)(C)C2 (centres undefined)	7	-0.1	12	0.5	-0.92	-7	-0.4	/	0
O=C(/C=C\c1ccco1)NC(=S)Nc1ccccc1O	-6	-2.8	2	0.5	0.54	4	-0.4	-23	-8
Cc1ccc(CSCC(=O)NCc2ccco2)cc1	0	0.9	-19	0.0	-0.03	1	1.4	3	-3

Outcome played no part in choosing rows. Share with any hit: about 3.6%.
